SKN-1 block = suppressors of acrylamide-induced Pgst-4::GFP reporter in worms, primary screen, SKN-1 inhibitor project, whole organism, uHTS, GFP/RFP fluorescence ratio, strain VP596; C. elegans VP596 Pgst-4::GFP/RFP ratio, 24 h; inhibition, % at 21.8 µM; 360,000 tested, 0.49% active;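 active = interference check ratio from 0.5 to 1.5 plus GFP to RFP signal ratio inhibition reaching or exceeding a fixed threshold, cut at about 30% in these data, passing the limit was not always enough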; also: some compounds called inactive have numbers as strong as hits
MsrA inhibitor = bovine MsrA enzyme inhibitors, primary screen, biochemical, absorbance, HTS. 360,000 tested, 0.75% active. inhibition, % at 15.5 µM. purified bovine MsrA, absorbance read-out; in the data active = inhibition above about 4.5%;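 also: 0% = vehicle wells with enzyme and 100% = reference inhibitor wells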
Tb MetRS inh = T. brucei MetRS inhibitors, primary screen, biochemical, luminescence. methionyl-tRNA synthetase (Trypanosoma brucei brucei). purified T. brucei MetRS, ATP depletion, Kinase-Glo luminescence. inhibition, % at 11.9 µM. 360,000 tested, 0.4% active. AID 624268, 2012;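 active = inhibition above a per-plate cutoff of the control wells' mean inhibition plus 3 SD, cut at about 5.5% in these data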;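 also: 0% = DMSO wells median and 100% = median of wells with control inhibitor compound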
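Assay system: T. brucei methionyl-tRNA synthetase, purified | Medium: HEPES buffer with MgCl2, KCl, DTT, spermine, BSA, pyrophosphatase | Compound: 11.9 µM single point | Incubation: 15 min enzyme-compound preincubation, 2 h reaction, 10 min detection, 25 °C | Measured by: Kinase-Glo luciferase luminescence reporting remaining unconsumed ATP | Measure: % inhibition normalized to control-well medians | Replication: Singlicate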
PABP1 MLLE inh = inhibitors of PABP1 MLLE–PAM2 peptide binding, primary screen, biochemical, fluorescence polarization, FITC-PAM2, GST-MLLE | Polyadenylate-binding protein 1 (Homo sapiens), P11940 | inhibition, % at 20 µM | 360,000 tested, 0.36% active; in the data active = inhibition above about 35%, passing the limit was not always enough;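 also: plate controls were DMSO wells with GST-MLLE for no effect and wells lacking GST-MLLE protein for full effect; some results filed as inactive read as strong as hits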
eLon inh = inhibitors of E. coli Lon protease, primary screen, biochemical, fluorescence polarization; purified E. coli Lon protease; P0A9M0; 360,000 tested, 0.42% active; inhibition, % at 7.94 µM; in the data active = inhibition above about 13%, passing the limit was not always enough;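 also: 0% = enzyme with probe and DMSO and 100% = no enzyme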
CendR NRP1 mod = modulators of CendR peptide binding to NRP-1, primary screen, biochemical, fluorescence polarization, uHTS; FAM-RPARPAR peptide binding to NRP-1; inhibition, % at 25 µM; 360,000 tested, 0.85% active; AID 602438, 2012;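 active = inhibition or corrected inhibition above about 18%, plus a signal ratio from 0.5 to 1.5, limit read from the data, passing the limit was not always enough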; also: strong numbers were not always called active
Target sequence (O14786 whole entry, looked up): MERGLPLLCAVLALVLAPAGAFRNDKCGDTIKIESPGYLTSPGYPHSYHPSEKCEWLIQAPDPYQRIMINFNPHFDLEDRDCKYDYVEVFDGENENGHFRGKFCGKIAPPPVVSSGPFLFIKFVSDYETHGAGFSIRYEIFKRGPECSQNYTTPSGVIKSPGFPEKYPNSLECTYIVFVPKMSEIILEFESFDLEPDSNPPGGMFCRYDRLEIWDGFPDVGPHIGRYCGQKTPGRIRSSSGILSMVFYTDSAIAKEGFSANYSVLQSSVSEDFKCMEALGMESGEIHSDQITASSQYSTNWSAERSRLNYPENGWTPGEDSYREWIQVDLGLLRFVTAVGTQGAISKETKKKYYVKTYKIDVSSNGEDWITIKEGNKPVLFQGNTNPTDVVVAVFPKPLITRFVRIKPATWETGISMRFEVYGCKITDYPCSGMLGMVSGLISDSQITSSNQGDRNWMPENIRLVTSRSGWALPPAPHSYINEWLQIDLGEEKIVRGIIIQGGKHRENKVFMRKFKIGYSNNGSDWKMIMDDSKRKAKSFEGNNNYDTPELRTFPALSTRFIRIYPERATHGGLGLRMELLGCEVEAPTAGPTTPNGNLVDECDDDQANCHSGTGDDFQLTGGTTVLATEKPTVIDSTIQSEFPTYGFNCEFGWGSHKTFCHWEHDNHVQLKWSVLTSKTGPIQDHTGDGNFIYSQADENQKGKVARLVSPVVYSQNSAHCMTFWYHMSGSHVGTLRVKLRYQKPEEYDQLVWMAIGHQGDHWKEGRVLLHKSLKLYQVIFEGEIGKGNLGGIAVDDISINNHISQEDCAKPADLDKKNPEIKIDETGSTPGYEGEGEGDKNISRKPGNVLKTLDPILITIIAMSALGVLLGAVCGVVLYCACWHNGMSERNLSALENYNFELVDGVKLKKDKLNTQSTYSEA
FAS-TE inh = FAS thioesterase domain inhibitors, primary screen, biochemical, fluorescence intensity, uHTS; recombinant FAS-TE, OMFH fluorogenic substrate, fluorescence endpoint; inhibition, % at 15 µM; 360,000 tested, 0.67% active;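 active = compounds whose normalised, plate-corrected inhibition of enzyme fluorescence in the single-dose primary screen is 50% or more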;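 also: 0% = DMSO with enzyme and 100% = substrate without enzyme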
MT1-MMP act inh = blockers of MT1-MMP proenzyme processing, primary screen, HT1080 RFP-PRO-GFP cells, GFP/RFP fluorescence | AID 651647, 2012 | Matrix metalloproteinase-14 (Homo sapiens), P50281 | 360,000 tested, 0.061% active | GFP/RFP ratio fluorescence, overnight; percent of plate control window, DMSO zero | GFP/RFP ratio change, % at 20 µM;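 active = GFP/RFP ratio change of at least 30% with cell ATP level not reduced by more than half and red fluorescence within 50% of control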; also: strong numbers were not always called active
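Test system: HT1080 RFP-PRO-GFP cells; Benchmarks: DMSO and RFP-L50D-GFP cell wells; Timing: cells overnight before dosing, compound overnight, 37 °C, 5% CO2; Compound: one 20 µM compound dose with 1% DMSO; Read-out: GFP/RFP fluorescence ratio.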
bovine MsrA act = bovine MsrA enzyme activators, primary screen, biochemical, absorbance, HTS; AID 602163, 2012; purified bovine MsrA, absorbance read-out; 360,000 tested, 0.3% active; activation, % at 10.6 µM; in the data active = activation above about 7.5%;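 also: 0% = vehicle and 100% = reference activator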
* = called active by the depositor.

compound	PABP1 MLLE inh	eLon inh	SKN-1 block	MT1-MMP act inh	Tb MetRS inh	MsrA inhibitor	bovine MsrA act	CendR NRP1 mod	FAS-TE inh
CCOC(=O)c1sc2nccc(N(C)C)c2c1N=CN(C)C	6	-8	-12	11	-0.4	3.6	-7	2	-4
COc1cc(NC(=O)CCN2CCOCC2)cc(OC)c1	-6	-9	-2	4	0.0	-1.5	-3	-7	-3
O=S(=O)(CCN1CCN(C(c2ccccc2)c2ccccc2)CC1)C(F)(F)F	29	-6	-5	-23	0.4	1.1	-2	-5	7
CCOC(=O)Cc1cnc(NC(=O)CSc2nc(C(C)C)cc(=O)[nH]2)s1	6	-5	-4	0	0.2	1.1	1	4	-3
Cc1ccc(-c2cnc3c(Nc4cccc(OC(F)(F)C(F)F)c4)nccn23)cc1	-10	2	3	-6	-0.4	-0.3	-7	1	17
COC(=O)c1c(C)[nH]c(/C=N/Nc2ccccc2)c1C	-11	-12	17	1	-0.3	-0.5	-3	-12	1
CCOC(=O)C1=CCN(S(=O)(=O)c2ccc(C)cc2)C1c1cccc(Cl)c1 (stereo not given)	-5	5	14	2	-1.3	1.1	-10	9	20
CCN(C(=O)Cc1ccc(Br)cc1)C1CCCCC1	-1	2	5	0	0.0	0.3	-1	24	7
CC(=O)c1nnn(-c2c(F)cccc2F)c1C	0	0	9	1	-0.1	0.7	2	-5	-5
CNc1nc(Nc2ccc([N+](=O)[O-])cc2)nc(OCC(F)(F)F)n1	-3	-3	-12	-1	-0.7	-0.1	-4	0	0
CN(C)c1nc(N)nc(CSc2nnnn2-c2cccc3ccccc23)n1	-36	-4	-22	-5	-0.7	1.1	-11	1	0
Cn1c(CCNC(=O)c2ccccc2Cl)n[nH]c1=S	3	1	20	3	-0.3	-1.2	3	-3	-2
C=CCNC(=S)N1CCC(C(N)=O)CC1	-54	5	-5	3	0.1	-0.8	0	-8	-6
Cc1ccc(C(=O)NC(C)(COc2nonc2C)COc2nonc2C)cc1	1	-8	12	0	-1.2	-0.3	-5	-11	39
Cc1ccc(C(O)CN2C3=NCCCN3c3ccccc32)cc1 (stereo not given)	-12	-7	4	-1	-0.7	0.3	-7	4	-3
COC(=O)c1ccc(S(=O)(=O)N(Cc2ccccc2)Cc2ccccc2)n1C	-4	9	-1	-1	-0.4	-0.6	-3	18	19
O=C(CN(Cc1ccc(F)cc1)S(=O)(=O)c1ccccc1)N1CCCCC1	-1	0	13	-4	-0.2	0.3	-1	2	-2
O=C(CNC(=O)c1cccs1)NCC(=O)OCC(=O)c1ccccc1	17	6	8	-3	-1.1	2.0	-5	-3	-3
O=C(NC1CCCCCCC1)c1c(Cl)cccc1Cl	5	3	5	3	0.3	1.2	-3	1	-3
CC(Oc1ccccc1)C(=O)NC1=NCCS1 (stereo not given)	-4	-1	-4	2	-0.9	0.9	-10	33*	-6
O=C(N/N=C/c1ccc(OC(F)F)cc1)C1=COCCO1	1	3	0	1	0.1	-0.1	-2	4	-5
Cn1c(=O)n(CC(=O)OCc2ccccc2)c(=O)c2c1nc1n2CCCN1C1CCCCC1	0	0	-1	6	-1.7	-1.2	-6	-9	19
COc1cc2ccccc2cc1C(=O)N(CCN(C)C)c1nc2ccc(Br)cc2s1	0	-8	-3	-5	-0.7	-0.3	-9	-3	13
CCN(CC)c1ccc(C=NCCc2ccc(S(N)(=O)=O)cc2)cc1	-2	-2	-18	-9	-1.5	4.7*	-12	2	-4
COc1cc(/C=N/Nc2nc(C)cc(=O)[nH]2)ccc1O	-9	-10	11	2	-0.1	1.4	-2	12	-2
O=C(CSc1ccccc1)NNC(=O)c1ccccc1O	-12	-4	5	4	-0.3	0.8	-5	1	-1
C#Cc1cccc(Nc2nc(NCc3ccccc3)nc3ccsc23)c1	8	-13	-13	2	0.7	13*	-4	-1	21
O=C(NC1CC1)c1ccc2snnc2c1	-9	-5	8	0	-0.9	-0.6	-3	-2	-1
CCCNC(=S)NC1CC2CCCC(C1)N2CC(C)C (stereo not given)	2	-2	15	-2	0.1	0.0	1	-9	-1
O=C(Oc1cccc(OC(=O)c2ccco2)c1)c1ccco1	-11	7	17	-3	-0.8	1.5	-2	9	6
O=C1C(O)CCN1C1CCCCC1 (stereo not given)	3	4	-4	1	-0.1	1.0	-7	6	-7
COc1ccccc1-c1nc(N)n[nH]1	-8	2	0	-7	-0.3	0.1	-3	-18	-7
Cc1c(O)c2ccccc2n(-c2ccccc2)c1=O	8	-7	-7	3	-0.1	0.0	-3	-12	-4
CCOC(=O)CC(=O)CSc1nc(C)nc2c1oc1ccccc12	10	-9	-1	1	-0.8	2.8	2	3	-4
CN(Cc1ccccc1)C(=O)c1cccc(NC(=O)C2CCCN(C(=O)OC(C)(C)C)C2)c1 (stereo not given)	0	4	-7	6	-0.1	-0.9	7.7*	2	-3
Cc1nn(CC(=O)NC2CCCCC2)c(C)c1[N+](=O)[O-]	9	3	2	-7	-0.4	0.3	-11	-11	-6
Cc1nc(C(C)NC(=O)c2ccc(OC3CCN(Cc4ccccn4)CC3)cc2)c(C)s1 (stereo not given)	5	-1	4	-1	-0.2	-0.9	1	20	-6
CCC(C)N(C(=O)c1csnn1)C(C(=O)NC1CCCC1)c1ccccc1F (stereo not given)	-1	-6	8	0	-0.2	-1.3	-1	-3	-3
CC1CCC/C(=C\Nc2ccc3c(c2)OCO3)C1=O (stereo not given)	-61	-6	-38	-1	-0.1	-0.7	-5	-5	-1
CCc1cccc2c(C(=S)N3CCCC3)c[nH]c12	-29	7	-4	1	-0.5	0.0	-6	15	-3
CCCCn1c(N)c(N(CCOC)C(=O)c2cc(-c3ccc(F)cc3)nc3ccccc23)c(=O)[nH]c1=O	-12	-4	7	-3	-0.2	-1.0	-4	0	7
Cc1ccsc1C(=O)NNC(=O)C1CCCCC1C(=O)O (stereo not given)	-9	-7	-7	-9	-0.9	-0.8	-3	16	-4
Cc1cccc(C(=O)N2CCCC(c3nc(-c4ccc(F)cc4)no3)C2)c1 (stereo not given)	-3	-3	9	0	-0.1	-0.6	-4	-9	-26
Cc1ccc(SCCC(=O)Nc2ccccc2C(=O)N2CCOCC2)cc1	2	-11	2	1	-1.0	0.3	-4	6	-10
COc1ccc(CCn2c(=N)c(C(=O)NC3CCCCC3)cc3c(=O)n4ccccc4nc32)cc1	-21	-3	7	-10	-0.1	-0.2	-3	-9	6
COc1ccc(CNC(=O)[C@@H](NC(=O)C2CCN(C(=O)[C@@H](N)CC(C)C)CC2)C(C)C)cc1	-3	-3	1	0	-3.1	-0.2	-3	0	-4
CCOc1ccc(C2N(c3ccc(F)cc3)C(=O)C3CCCN32)cc1OC (stereo not given)	-10	-2	-8	-2	-0.7	-1.0	-5	-15	-6
Cc1nc2ccccc2n1C1CC(=O)N(Cc2ccccc2)C1=O (stereo not given)	6	1	20	3	0.3	-0.5	1	-5	-4
COc1ccc(N2C(=O)CC(N3CCN(c4ccc(Cl)cc4)CC3)C2=O)cc1 (stereo not given)	-4	6	7	4	-1.8	0.1	-7	8	-2
COC(=O)C(C)NC(=O)c1cn(-c2ccccc2OC)c(=O)c2ccccc12 (stereo not given)	8	1	0	5	-0.4	1.5	-2	-12	1

New compounds follow:
compound	PABP1 MLLE inh	eLon inh	SKN-1 block	MT1-MMP act inh	Tb MetRS inh	MsrA inhibitor	bovine MsrA act	CendR NRP1 mod	FAS-TE inh
Oc1c(C=C2N=c3ccccc3=N2)sc(=S)n1-c1ccccc1	-72	-2	5	-20	0.4	-0.4	-1	-6	-17
N#CC(C(=O)O)=C1CCCC1	-7	-2	3	-2	0.2	-1.8	-4	0	-4
CSc1ccc(Cn2c(C)c(C(=O)NCc3cccc(C(F)(F)F)c3)sc2=O)cc1	-1	3	6	3	-0.2	-0.8	-1	-5	28
Cn1c(COc2ccc(Br)cc2)nnc1SC1CCc2ccccc2C1=O (stereo not given)	-94	-5	-10	0	0.9	0.2	0	-12	14
Cc1onc(-c2ccccc2Cl)c1C(=O)N1CCN=C1SCc1cccnc1	8	-1	5	1	-1.0	0.5	-9	-2	-4
CCOC(=O)Cc1csc2nc(-c3ccccc3)nn12	-12	1	9	6	-1.7	0.2	-10	4	-1
Cc1cccc(OCC(=O)N/N=C/c2ccc3c(c2)OCO3)c1	7	-8	-4	-2	-0.3	-0.2	-3	-10	-5
O=C(NCC1CCCO1)c1cccc(S(=O)(=O)Nc2cccc(C(F)(F)F)c2)c1 (stereo not given)	8	-20	5	2	0.1	-1.5	-2	-3	-4
Cc1ccsc1/C=N/N1CCN(C2c3ccccc3-c3ccccc32)CC1	5	5	24	-7	-1.0	1.1	-1	0	32
C/C=C/c1ccc(OCCCN2C(=O)NC(C)(C)C2=O)c(OC)c1	10	-7	7	1	-0.7	0.1	-5	-5	-2

Screening data deposited in PubChem by several laboratories.
